High-throughput results deposited in PubChem BioAssay by National Center for Advancing Translational Sciences (NCATS).
Shiga inhibitor – blocks Shiga toxin action in Vero cells. AID 2315. inhibition, % at 38.7 µM. hit rate 9.2% among 290,000. Vero cells, Shiga toxin protein synthesis inhibition reporter; in the data active means inhibition mostly above about 28%, no sharp cut-off; inactive means mostly below about 43%; further: 0% is about no effect
HCV inhibitor – blocks hepatitis C virus | Huh7.5.1 HCVcc-Cre infection, luciferase reporter, 44 h | Potency, µM (doses to about 41.8 µM), for inactives: top-dose activity change, negative = inhibition, actives largely listed as inhibitors | hit rate 3.4% among 340,000 | AID 651820; further: potency means the concentration at half of the fitted maximal effect; on the % scale 0 is the no-effect control and ±100 the full control effect
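Luciferase read-out (15 sec integration) after a 15 min room-temperature substrate step quantifies HCVcc-Cre infection. Cells, 1,000 per well, had compound added 4 h post-plating, then virus at ~0.5 moi, and were cultured 44 h.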
Pf growth 48h – inhibits P. falciparum growth in the first generation, 48 h; P. falciparum luciferase growth in erythrocytes, 48 h; Potency, µM (doses to about 28.7 µM), without a hit: at the highest dose activity change, negative = inhibition, usual class: inhibitors; hit rate 5.9% among 310,000; AID 504832; further: potency means the concentration at half of the fitted maximal effect; on the % scale 0 is the no-effect control and ±100 the full control effect
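Luciferase-expressing parasites in RBCs, 2% Hct / 0.1% parasitemia final; RPMI 1640 + 0.5% Albumax; 37 C, 5% CO2, one generation; luminescence read-out, lower signal = inhibition.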
FBPA Giardia inh – blocks Giardia fructose-bisphosphate aldolase activity | A8B2U2 | purified Giardia FBPA | Potency, µM (series often up to 59.6 µM), without a hit: at the highest dose activity, negative = inhibition, most hits filed as inhibitors | hit rate 0.71% among 290,000 | AID 2451; further: potency means the concentration at half of the fitted maximal effect; on the % scale 0 is the no-effect control and ±100 the full control effect; nearly all actives have a fitted effect of over 55% in size
Target sequence (A8B2U2 whole entry, looked up): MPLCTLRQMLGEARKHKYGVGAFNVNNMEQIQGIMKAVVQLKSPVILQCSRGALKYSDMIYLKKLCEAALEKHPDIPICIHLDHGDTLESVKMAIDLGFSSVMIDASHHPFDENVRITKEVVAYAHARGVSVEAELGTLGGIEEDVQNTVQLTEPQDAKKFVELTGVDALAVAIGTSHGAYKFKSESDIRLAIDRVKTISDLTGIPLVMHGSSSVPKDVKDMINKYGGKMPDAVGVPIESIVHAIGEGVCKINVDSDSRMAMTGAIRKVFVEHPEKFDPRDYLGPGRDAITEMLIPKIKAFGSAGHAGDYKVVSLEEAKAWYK
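Giardia FBPA (40 nM reagent) was preincubated 10 min at RT with compound (up to 57.5 uM final), then substrate plus GAPDH/TPI/NAD/arsenate coupling system with diaphorase/resazurin was added; resorufin fluorescence (525/598 nm) was read after 20 min.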
Pf growth 96h – P. falciparum growth inhibition at 96 hours; AID 504834; hit rate 6.9% among 320,000; Potency, µM (titrated, usually from 28.7 µM), for the others: at the highest dose activity change, negative = inhibition, most hits filed as inhibitors; P. falciparum luciferase reporter growth, 96 h; further: potency means the concentration at half of the fitted maximal effect; on the % scale 0 is the no-effect control and ±100 the full control effect
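Erythrocytes infected with luciferase-expressing P. falciparum were dispensed at 2% hematocrit and 0.05% parasitemia (final), then incubated with compounds 96 hours at 37 C in 5% CO2. Luminescence after detection reagent addition reported growth.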
CHX counter – counter-screen hit for Shiga toxin inhibitors, cycloheximide. cell reporter, cycloheximide protein synthesis inhibition counterscreen. hit rate 12% among 300,000. max response, %; in the data active means max response mostly above about 13%, no sharp cut-off; inactive means mostly below about 14%; further: read at 38.3 µM for the half of the compounds with a filed dose; 0% is about no effect
* hit, by the source's call; ? = inconclusive; / = no result given; [ ] = remark or other dose. Unless noted, the call rests on the fitted dose curve; in most records, active means well fitted curve in the direction sought with a large enough effect; inconclusive means small, poorly fitted or top-dose-only effect, or another doubt; inactive means no such curve, though single readings can be large; an effect the other way counts as inactive or inconclusive.

Order of values: Shiga inhibitor | HCV inhibitor | Pf growth 48h | FBPA Giardia inh | Pf growth 96h | CHX counter
1: CC1Cc2ccccc2N1c1ncnc2c1nnn2Cc1ccccc1 (configuration not stated)
 : 12 | 11µM* | -6% | 0% | -19% | -4
2: COCCn1c(=S)[nH]c2cc(C(=O)N3CCC(C(N)=O)(N4CCCCC4)CC3)ccc2c1=O
 : -9 | 23% | 25% | -4% | -10% | -7
3: CCCOc1ccc(/C=N/NC(=O)c2ccc(Cn3cc([N+](=O)[O-])cn3)o2)cc1
 : 25 | 20% | 2% | -1% | 2% | -3
4: COc1cccc(NC(=O)CN(C)C(=O)c2cc3c(s2)CCC3)c1
 : / | 5% | 29% | / | 36%[activator] | /
5: CCOc1cc(S(=O)(=O)NCc2ccco2)c(OCC)cc1-n1cnnn1
 : 76* | -1% | -1% | 9% | ? | 34*
6: Cc1cc(C)cc(OCC(=O)OCC(=O)Nc2ccc(Cl)cn2)c1
 : -17 | 7% | 22% | -3% | 35% | -5
7: Cc1cc(=O)oc(C)c1C(=O)NCCN(C)Cc1ccccc1
 : 5 | -9% | 0% | 2% | -17% | -3
8: CCOC(=O)c1ccc(NC(=O)CN(C)S(=O)(=O)c2ccc(Br)s2)cc1
 : 23 | -23% | ? | -1% | 20% | 16*
9: CC(=O)Nc1ccc(C2(c3ccc(NC(C)=O)cc3)C(=O)Nc3ccccc32)cc1
 : 13 | 6% | -2% | 7% | ? | 4
10: COc1ccc(NC(=O)CO/N=C2\CCCc3nonc32)cc1
 : -6 | -6% | 22% | 7% | 0% | 2
11: Cc1c(C(=O)NCCc2ccc(Cl)cc2)sc2nc3n(c(=O)c12)CCC3
 : 12 | ? | -2% | / | 31%[activator] | 24
12: COC(=O)c1ccccc1OC(=O)c1ccc(Br)o1
 : 1 | 25% | -5% | -6% | / | -2
13: CCN1CCN(c2nc(Nc3cccc(F)c3)nc(N)c2[N+](=O)[O-])CC1
 : -9 | ? | 13µM* | 0% | ? | -2
14: Cc1cc(NC(=O)CSc2c(C)[nH]c3ccccc23)no1
 : 14 | -3% | 4% | 4% | 4% | -1
15: CCOC(=O)CSc1nc2c(c(=O)n1-c1ccc(OCC)cc1)SCC2
 : -10 | 0% | -16% | 1% | / | -2
16: CC(C)(C)CN1CCNC(=O)C1CC(=O)NCCc1cnn(-c2ccccc2)c1 (configuration not stated)
 : 6 | -21% | 0% | 10% | 1% | 12*
17: CCOc1ccc(S(=O)(=O)N2CCCCC2)cc1NC(=O)C1CCC1
 : / | -15% | 1% | / | 0% | /
18: COc1cc(/C=C2\C(=N)N3N=C(C)SC3=NC2=O)cc(Cl)c1OCCOc1ccc(NC(C)=O)cc1
 : -15 | -20% | ? | 1% | -1% | -3
19: O=C(Cn1nc(Cc2cccnc2)c2ccccc2c1=O)Nc1cccnc1Cl
 : -8 | -8% | ? | 2% | -76% | 7
20: CCN1C(=O)/C(=C\N(C)C)S/C1=N\S(=O)(=O)c1ccccc1
 : -6 | 2% | -23% | 1% | 0% | -1
21: O=C(c1cc2cc(Br)ccc2o1)N1CCN(c2ccccc2)CC1
 : 78* | ? | 67%[activator] | / | 6% | 51*
22: CCc1cc2ccc(C)cc2nc1SCC(=O)c1ccc(NC(C)=O)cc1
 : -11 | ? | -4% | 0% | -2% | -1
23: CC(OC(=O)c1cccs1)C(=O)NCC1CCCO1 (configuration not stated)
 : -5 | 14% | -11% | 7% | -14% | 3
24: CCCCC(=O)Nc1cc(OCC)c(NC(=O)c2ccccc2[N+](=O)[O-])cc1OCC
 : -5 | ? | 13% | 7% | ? | -6
25: CC(=O)Nc1ccc(C(=O)NNS(=O)(=O)c2ccc(C)cc2)cc1
 : 24 | 7% | -12% | 1% | 0% | 0
26: CCc1nc(CNC(=O)c2cc(OC)c(OC)c(OC)c2)no1
 : -5 | 0% | 24% | 6% | / | 0
27: CN(C)c1nc(-c2ccccc2)ns1
 : 130* | -5% | 36%[activator] | 4% | 29% | 33*
28: CCCCOc1cccc(NC(=O)CSc2nccn2C)c1
 : 37 | -22% | 20% | -8% | -13% | 8.8*
29: Cc1cccc(NC(=O)c2cccc(N3C(=O)C4CCC(C)CC4C3=O)c2)c1C (configuration not stated)
 : -8 | 18% | -29% | 6% | 38%[activator] | -3
30: Cc1c(C(=O)Nc2ccc(Nc3ccccc3)cc2)cccc1[N+](=O)[O-]
 : 3 | ? | -17% | -2% | ? | 6
31: CCOC(=O)c1sc2nc3c(SCCC#N)cc(C(=O)c4cc(F)ccc4O)cn3c(=O)c2c1C
 : 1 | -12% | 0.83µM* | -7% | 0.83µM* | -3
32: Cc1ccc(C)c(S(=O)(=O)Nc2ccc(C(=O)NCCCN3CCCC3=O)cc2)c1
 : -11 | -1% | 16% | 2% | ? | -2
33: CC(C)(C)CN1CCNC(=O)C1CC(=O)N1CCOc2ccccc2C1 (configuration not stated)
 : -1 | 7% | -3% | ? | ? | -2
34: CCC1CCc2[nH]nc(C(=O)O)c2C1 (configuration not stated)
 : -12 | 11% | 7% | -10% | / | -2
35: CCOc1ccc(NC(=O)CC2C(=O)N(C)C(=S)N2Cc2ccc3c(c2)OCO3)cc1 (configuration not stated)
 : 12 | ? | 12% | -1% | ? | -1
36: Cc1nn(C)cc1CNC(=O)C1CCC(=O)N(CC2CCCCC2)C1 (configuration not stated)
 : -25 | 18% | 5% | 1% | ? | -4
37: O=C(CSc1nnnn1-c1cccc(F)c1)NC1CCCCC1
 : / | 1% | 9% | / | 20% | /
38: COc1cc2c(c3oc(=O)cc(CC(=O)O)c13)CCC(C)(C)O2
 : 17 | 10µM* | ? | 4% | 5.2µM* | 7
39: Cc1cc(C)c(S(=O)(=O)NCC2CCC(C(=O)NCc3ccc4c(c3)OCO4)CC2)c(C)c1 (configuration not stated)
 : -6 | 19% | ? | 4% | -67% | 0
40: COc1ccc(Nc2nnc(SCc3cn4c(C)cccc4n3)s2)cc1
 : -3 | ? | ? | -1% | ? | 2

Random excerpt: two entries already listed.
Order of values: Shiga inhibitor | HCV inhibitor | Pf growth 48h | FBPA Giardia inh | Pf growth 96h | CHX counter
21: O=C(c1cc2cc(Br)ccc2o1)N1CCN(c2ccccc2)CC1
 : 78* | ? | 67%[activator] | / | 6% | 51*
16: CC(C)(C)CN1CCNC(=O)C1CC(=O)NCCc1cnn(-c2ccccc2)c1 (configuration not stated)
 : 6 | -21% | 0% | 10% | 1% | 12*

Next structures follow:
Order of values: Shiga inhibitor | HCV inhibitor | Pf growth 48h | FBPA Giardia inh | Pf growth 96h | CHX counter
41: O=c1cc(COc2ccc(Cl)c(Cl)c2)nc2sccn12
 : 6 | -1% | 74%[activator] | -1% | 13% | 20*
42: Cc1ccc(-c2c(CC(=O)O)c(C)nc3sc4c(c23)CCCC4)cc1
 : -8 | 11% | 15% | -12% | 7% | -5
43: CCc1ccc(NC(=O)C2CC(=O)N(C(C)C)C2)cc1 (configuration not stated)
 : -1 | -4% | 19% | 3% | ? | 1
44: COc1cc([N+](=O)[O-])ccc1NC(=O)CCS(=O)(=O)c1ccc2c(c1)n(C)c(=O)c(=O)n2C
 : -3 | -10% | 2% | / | ? | -11
45: CC(=O)c1ccc(S(=O)(=O)NCCc2csc(-c3cccnc3)n2)cc1
 : 11 | -2% | ? | -9% | ? | -2
46: CCOc1cc(C(=O)Nc2c3c(nn2C(C)(C)C)CS(=O)C3)cc(OCC)c1OCC (configuration not stated)
 : 0 | ? | 2% | 4% | 145%[activator] | -2
47: CCN(CC(=O)Nc1ccc(NC(C)=O)cc1)C(=O)c1cccc(S(=O)(=O)N2CCCC2)c1
 : / | 13% | 6% | / | 18% | /
48: Cc1cc(NC(=O)CCC(=O)N(CC(=O)NC2CCCC2)c2ccccc2)no1
 : -3 | -15% | ? | -1% | 15µM* | 1
49: CC1(C)CN=C(N(Cc2ccccc2)C(=O)Nc2ccccc2)S1
 : 76* | 16% | 139%[activator] | 4% | 96%[activator] | 65*
50: Cc1ccc(SCCC(=O)Nc2c(C)n(C)n(-c3ccccc3)c2=O)cc1
 : -5 | -3% | / | 1% | 37%[activator] | -4
51: COC(=O)c1ccc(NC(=O)c2ccc(N(C)S(C)(=O)=O)cc2)cc1
 : 9 | ? | ? | -1% | / | 1
52: COCCCN1C(=O)C(=O)/C(=C(/O)c2ccccc2)C1c1ccc2c(c1)OCO2 (configuration not stated)
 : 18 | -5% | 59%[activator] | 9% | -30% | -1
53: Oc1c(C=NCc2ccccc2)sc2ccccc12
 : 91* | -8% | 36%[activator] | -4% | -3% | 28*
54: Cc1ccc(NC(=S)NC(=O)C2CC2)cc1Cl
 : 53* | -10% | -26% | / | 9.3µM* | 28*
55: COc1ccccc1OC(=O)c1ccc(C)c(S(=O)(=O)N2CCOCC2)c1
 : 5 | 4% | 2% | 5% | 26% | 3
56: COc1ccc2c(c1)[C@@H]1[C@H](CO2)[C@H](c2ccccc2)[C@]2(C)C(=O)NCC(=O)N12
 : / | 0% | ? | / | ? | /
57: Cc1ccn2c(C=O)c(-c3ccc(F)cc3)c(C=O)c2c1
 : 47 | 11µM* | 9% | -13% | ? | 28*
58: COCCNC(=O)CN(c1ccc(C)cc1)S(=O)(=O)c1ccccc1
 : 41 | 18% | -6% | 3% | -21% | -3
59: Cc1ccc(C(=O)N2CCN(c3ncccn3)CC2)cc1S(=O)(=O)N1CCCCC1
 : -12 | 3% | -29% | -27% | -1% | 5
60: CCN(Cc1ccccc1)C(=O)CN1C(=O)c2ccccc2C1=O
 : 2 | ? | -20% | -8% | 17% | -2
61: COC(=O)c1sccc1NC(=O)Nc1ccc(C)cc1
 : 87* | 9% | 190%[activator] | / | 2% | 45*
62: CCOC(=O)c1cc(Br)c(=O)n2ccccc12
 : 2 | 4% | ? | 3% | 47%[activator] | 1
63: O=C(O)c1cccc(OCc2ccccc2Cl)c1
 : 122* | 14% | 100%[activator] | 21% | ? | 111*
64: CCOC(CCNC(=O)c1cn(CC(C)C)c(=O)c2c1c1ccccc1n2C)OCC
 : 13 | 14% | -17% | 4% | 0.52µM* | -1
65: CC1(C(=O)OCC(=O)NNC(=O)COc2ccc(Cl)cc2)CC1(Cl)Cl (configuration not stated)
 : / | -24% | 23% | / | 29% | /
66: O=c1cc(-c2cccc3ccccc23)[nH][nH]1
 : -6 | 5% | -25% | 0% | 52%[activator] | -2
67: CC(NC(=O)C1CCN(S(=O)(=O)N2CCCCCC2)CC1)c1ccccc1 (configuration not stated)
 : -7 | -14% | -30% | 7% | / | 17*
68: O=C1SC(SCc2ccccc2Cl)=N/C1=C\c1ccc(C(=O)O)cc1
 : 5 | 3% | 1% | -17% | ? | 2
69: COc1ccc(C(=O)Cc2cc3cccc(OC)c3oc2=O)cc1
 : 5 | -12% | 40%[activator] | 10% | 3% | -3
70: CCN1CCC(CNCc2cn(-c3ccc(OC)cc3)nc2-c2ccccc2Cl)C1 (configuration not stated)
 : 1 | 11µM* | 2.1µM* | 1% | ? | 1
71: Cn1cnnc1SCCNS(=O)(=O)c1cccc([N+](=O)[O-])c1
 : -2 | 20% | 11% | -11% | -16% | -2
72: CC(=O)Nc1sc(N/N=C\c2ccccc2Cl)nc1-c1cccs1
 : 82* | -18% | ? | -3% | ? | 73*
73: CCCCOc1ccc(CSCCN)cc1Cl
 : 73* | ? | 37%[activator] | -5% | 0% | 23*
74: CCOC(=O)c1ccoc1CSCC(=O)N1CCN(S(=O)(=O)c2ccc(C)cc2)CC1
 : 6 | -18% | ? | 4% | ? | 2
75: CN(C)CCn1nnnc1SCC1=C(C(=O)O)N2C(=O)[C@@H](NC(=O)Cc3csc(N)n3)[C@H]2SC1
 : / | ? | 11% | / | 13% | /
76: CN(C)/C=N/NC(=O)c1ccc(Cl)cc1
 : 11 | 8% | 134%[activator] | 1% | 35%[activator] | 2
77: COC(=O)Cc1c(C)c2ccc(O)c(CN3CCCC(C)C3)c2oc1=O (configuration not stated)
 : 19 | 8% | -11% | 3% | / | 6
